IL2 activator = qHTS of IL-2 Activators; IL-2 activation reporter assay, cell-based qHTS; stimulated with anti-CD3/CD4/CD28 beads; in transgenic mouse T cells; activation, % (series mostly up to about 46 µM); 360,000 compounds, 0.065% hits; AID 652025, 2013; in the data active = activation above about 50%; inconclusive = mostly about 30% to 49%; also: 0% is about no effect
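Unstimulated transgenic mouse T cells preincubated 60 min with compound, then stimulated with anti-CD3/anti-CD4-coated beads plus anti-CD28 for 18 h at 37 degrees C. IL-2 response read as EGFP and DsRed fluorescence by plate cytometry.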
Nrf2 inh = Nrf2 qHTS screen for inhibitors. Potency, µM (series often up to 46 µM), for inactives: top-dose activity change, negative = inhibition, most hits filed as inhibitors. 360,000 compounds, 2.1% hits. A549 ARE-Fluc reporter, luciferase luminescence, 18-24 h; also: potency is read from the fitted curve at half-maximal effect; % is scaled to controls: 0 for no effect and ±100 for the full control effect; nearly all actives have a fitted effect of over 60% in size
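Quantitative HTS in A549 cells stably bearing an antioxidant response element-firefly luciferase construct. Inhibition of Nrf2-driven transcription was scored by luminescence after 18-24 h of compound exposure at 37 °C.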
ATXN2 expr inh = Primary qHTS for Inhibitors of ATXN expression. 360,000 compounds, 0.72% hits. Potency, µM (top dose mostly 57 µM), without a hit: top-dose activity change, negative = inhibition, usual class: inhibitors. HEK-293 ATXN2-luciferase reporter, luminescence, 24 h; also: potency is read from the fitted curve at half-maximal effect; % is scaled to controls: 0 for no effect and ±100 for the full control effect; nearly all actives have a fitted effect of over 55% in size
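ATXN2-luciferase reporter cells (luciferase flanked by upstream and downstream ATXN2 gene portions) were treated 24 h at 37 °C with compounds at up to 57 uM. SteadyGlo luminescence gave expression; GF-AFC fluorescence gave viability.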
TGFb inhibitor = qHTS for Inhibitors of TGF-b | 410,000 compounds, 1.2% hits | Potency, µM (doses to about 46.1 µM), for the others: at the top dose activity, negative = inhibition, usual class: inhibitors | HepG2 CAGA-GFP TGF-b/SMAD3 reporter, GFP fluorescence, 18 h; TGF-beta stimulated, 500 pg/mL final | AID 588855, 2011; also: potency is read from the fitted curve at half-maximal effect; % is scaled to controls: 0 for no effect and ±100 for the full control effect; nearly all actives have a fitted effect of over 65% in size
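Inhibition was scored as loss of TGF-beta-induced (500 pg/mL final, 18 hours, 37 degrees C) GFP in HEPG2 cells carrying a CAGA-GFP reporter, in DMEM with 1% FBS. Well GFP was summed per cell; Activity was normalised to unstimulated and stimulated DMSO wells, then concentration-response fitting.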
EPAC2 ag = qHTS for Agonist of cAMP-regulated guanine nucleotide exchange factor 4 (EPAC2): primary screen. Rap guanine nucleotide exchange factor 4 (Homo sapiens), Q8WZA2. EPAC2 activation, biochemical qHTS; response scale: 100% = 6.5 mM cAMP response. Potency, µM (titrated, usually from 154 µM), without a hit: top-dose activation, actives largely listed as activators. 360,000 compounds, 0.079% hits. AID 720711, 2013; also: potency is read from the fitted curve at half-maximal effect; nearly all actives have a fitted effect of over 50% in size
Target sequence (Q8WZA2 whole entry, looked up): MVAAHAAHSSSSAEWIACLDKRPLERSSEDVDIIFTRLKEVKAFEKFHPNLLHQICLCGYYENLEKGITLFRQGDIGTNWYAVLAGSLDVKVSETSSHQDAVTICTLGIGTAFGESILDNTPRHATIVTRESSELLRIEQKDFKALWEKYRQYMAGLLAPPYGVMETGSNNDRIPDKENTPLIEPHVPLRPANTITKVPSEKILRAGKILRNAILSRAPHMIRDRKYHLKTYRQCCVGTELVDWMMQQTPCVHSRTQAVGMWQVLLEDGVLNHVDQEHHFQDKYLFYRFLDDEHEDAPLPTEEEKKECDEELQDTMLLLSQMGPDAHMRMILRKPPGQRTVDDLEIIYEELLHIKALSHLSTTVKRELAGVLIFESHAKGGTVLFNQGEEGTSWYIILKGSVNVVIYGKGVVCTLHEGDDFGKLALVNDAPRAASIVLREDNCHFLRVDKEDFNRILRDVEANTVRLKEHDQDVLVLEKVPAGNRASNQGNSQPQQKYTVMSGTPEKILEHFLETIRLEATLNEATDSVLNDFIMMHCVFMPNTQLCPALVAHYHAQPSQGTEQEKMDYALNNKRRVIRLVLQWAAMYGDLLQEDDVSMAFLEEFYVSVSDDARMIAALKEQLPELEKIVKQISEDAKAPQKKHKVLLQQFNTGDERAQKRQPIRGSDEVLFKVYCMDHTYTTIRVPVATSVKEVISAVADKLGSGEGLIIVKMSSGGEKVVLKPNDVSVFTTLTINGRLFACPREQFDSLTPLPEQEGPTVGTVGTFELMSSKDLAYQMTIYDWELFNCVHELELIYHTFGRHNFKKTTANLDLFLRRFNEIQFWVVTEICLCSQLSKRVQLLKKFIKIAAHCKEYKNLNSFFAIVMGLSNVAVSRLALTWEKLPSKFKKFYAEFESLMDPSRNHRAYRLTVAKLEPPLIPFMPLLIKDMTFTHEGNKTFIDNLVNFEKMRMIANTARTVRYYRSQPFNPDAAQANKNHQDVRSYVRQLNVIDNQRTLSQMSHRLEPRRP
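qHTS, titration series. 100 nM EPAC2 / 250 nM Rap1B-BODIPY-GDP / 50 uM GDP; RT; ex 480/em 540 nm, 5-min reads to 30 min. Norm. to 6.5 mM cAMP = activation.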
HepG2 tox = qHTS for Inhibitors of TGF-b: Cytotox Counterscreen. HepG2 CAGA-GFP viability, ATP luminescence, 18 h. Potency, µM (highest dose often 46.1 µM), for the others: at the top dose activity change, negative = cytotoxicity, actives largely listed as cytotoxic. 410,000 compounds, 0.76% hits. AID 588856, 2011; also: potency is read from the fitted curve at half-maximal effect; some results filed as inactive show a strong effect at the top dose
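CellTiter-Glo luminescence gave cytotoxicity after 18 hours at 37 degrees C. The cells were HepG2 CAGA-GFP in 1% FBS DMEM, stimulated with 500 pg/mL TGF-beta after compound addition. %Activity was normalised to no-cell wells (complete cell-killing) and DMSO (no toxicity), and curves were fitted and classified.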
A549 tox = Nrf2 qHTS screen for inhibitors: counterscreen for cytotoxicity; A549 ARE-Fluc cells, CellTiter-Fluor viability, 18-24 h; Potency, µM (series often up to 46 µM), without a hit: at the top dose activity change, negative = cytotoxicity, hits mostly inhibitors; 390,000 compounds, 0.16% hits; also: potency is read from the fitted curve at half-maximal effect; % is scaled to controls: 0 for no effect and ±100 for the full control effect
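A549 ARE_Fluc cells in 5% FBS OPTI-MEM were exposed to compounds in concentration-response for 18-24 h at 37 deg C. Viability was read by CellTiter-Fluor fluorescence (Ex 405/Em 525) after 30 min, before the luciferase read.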
Nrf2 activator = qHTS of Nrf2 Activators; AREc32 ARE-luciferase reporter (MCF7-derived line), luminescence, 24 h; Potency, µM (titrated, usually from 46.1 µM), without a hit: at the top dose activation, most hits filed as activators; 410,000 compounds, 0.31% hits; AID 624171, 2012; also: potency is read from the fitted curve at half-maximal effect; % of control where 0% means no effect; nearly all actives have a fitted effect of over 65% in size
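ARE-driven firefly luciferase activity in AREc32 cells measured after a 24 hr compound exposure at 37 deg C, using Steady-Glo reagent and a 30 min room-temperature hold.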
S2 tox = Viability Counterscreen for Primary qHTS for Inhibitors of ATXN expression. 400,000 compounds, 0.49% hits. S2 cells (HEK-293 line with an ATXN2-luciferase reporter) viability, CellTiter-Fluor protease fluorescence, 24 h. Potency, µM (highest dose often 56.7 µM), hits mostly cytotoxic; also: potency is read from the fitted curve at half-maximal effect; nearly all actives have a fitted effect of over 40% in size
* marks the source's active call; other numbers are inactive results; i = inactive; ? = inconclusive; nt = not tested or not shown; & = joins results of further samples; [ ] = remark or other dose. Unless noted, calls follow the shape of the dose curve; as a rule, active = well fitted curve in the direction sought with a large enough effect; inconclusive = small, poorly fitted or top-dose-only effect, or another doubt; inactive = no such curve, though single readings can be large; an effect the other way counts as inactive or inconclusive.

Value order – A549 tox	Nrf2 activator	IL2 activator	S2 tox	Nrf2 inh	HepG2 tox	EPAC2 ag	TGFb inhibitor	ATXN2 expr inh
Cc1ccc(NC(=O)CS(=O)CC(=O)NC2CCN(Cc3ccccc3)CC2)c(C)c1 (stereo not given)
 : 6%	0.4%	-1.4	i	3%	2%	-2%	-8%	23%
CS(=O)(=O)NC1c2cccc3cccc(c23)C1Sc1nncn1/N=C/c1ccco1 (stereo not given)
 : 1%	6.5%	-2.0	i	-4%	-7%	-8%	0%	-1%
Cc1cc(C)c2c(c1)NC(C(=O)O)C1CC=CC21 (stereo not given)
 : -10%&-10%	0.6%	-0.9	i	2%&23%	-13%&1%	0%	32%&-2%	-15%
Cc1nn(Cc2c(Cl)cccc2Cl)c(C)c1NC(=O)c1cnn2c(C(F)F)cc(-c3ccccc3)nc12
 : 0%	-0.5%	-0.6	?	?	0%	-12%	-4%	-26%
O=C1c2ccccc2C(=O)N1CCc1csc(-c2ccccc2)n1
 : 1%	2.5%	-1.5	i	-19%	-20%	25%	-3%	2%
CC(=O)NCCNC(=O)c1ccc(CSc2ccc(Cl)cc2)cc1
 : 5%	-0.1%	-2.8	i	?	-13%	-3%	10%	34%[activator]
CC(=C\c1ccco1)/C=C1/SC(=S)N(CC(=O)O)C1=O
 : -15%	-0.7%	1.4	?	?	-11%	4%	-3%	11%
Cn1nc(C(F)(F)F)c(-c2cccc(C(F)(F)F)c2)c1NC(=O)CSCC(=O)O
 : 2%	-0.6%	0.3	i	-4%	-35%	4%	1%	0%
CSCCC(=O)N1CCCC(CNC(=O)c2ccccc2Cl)C1 (stereo not given)
 : 6%	-0.7%[9.22 µM]	-2.3	i	11%	2%	1%	4%	30%
Cc1cc(C(=O)CN2C(=O)NC(C)(c3cc(F)ccc3F)C2=O)c(C)n1C1CC1 (stereo not given)
 : -1%	0.4%	-0.3	i	-12%	3%	5%	9%	-9%
Cc1cc(C)cc(NC(=O)CN2CCC(C(=O)c3ccccc3)CC2)c1
 : -5%	-0.3%	-1.9	i	-4%	-17%	3%	-16%	-13%
Cc1ccsc1/C=N/NC(=O)c1nnn(-c2nonc2N)c1CN(C)c1ccccc1
 : -14%	-0.3%	-6.5	i	-28%	-1%	8%	?	-19%
CNC(=S)NNC(=O)CCn1nc(C)c(Br)c1C
 : 3%	-0.6%	-1.7	i	nt	-67%	5%	?	0%
CC(C)(C)c1ccc(/C=N/NC(=O)CN2CCS(=O)(=O)CC2)cc1
 : -6%	-0.4%	-2.7	i	17%	3%	6%	1%	0%
CC(=O)OC1CC2(C)C(C(C)=O)CCC2C2CCC3=CC(=O)CCC3(C)C12 (stereo not given)
 : 2%	-0.5%	-0.5	i	-5%	-7%	21%	0%	-11%
Cc1cccc(CSc2nnc(-c3cnccn3)n2C)c1
 : -2%	-0.5%	1.5	i	15%	-1%	5%	-12%	-5%
CCOC(=O)c1ccc(NC(=O)c2cccc(S(=O)(=O)N3CCN(C(C)=O)CC3)c2)cc1
 : -3%	3.3%	0.1	i	-10%	-10%	0%	0%	-28%
Cc1cccc(N2C(S)=C(C#N)C(=O)NC23CCCCC3)c1
 : 2%	4.0%	-5.3	i	5%	-12%	-4%	?	-5%
COc1ccc(CCNC(=O)C(=O)NCC2OCCN2S(=O)(=O)c2ccc(C)cc2)cc1 (stereo not given)
 : -1%	3.7%	-1.8	i	?	-2%	11%	-4%	-15%
O=C(COC(=O)c1ccc2ncsc2c1)Nc1cccc(Cl)c1
 : 1%	-0.1%	-4.2	i	6%	-6%	29%	?	3%
COc1cc(OC)cc(C(=O)NC(C(=O)Nc2ccc3nc(C)sc3c2)C(C)C)c1 (stereo not given)
 : -1%	3.5%	-0.2	i	-12%	7%	14%	5%	-1%
O=C1Nc2cc(Cl)ccc2C1(N1CCNCC1)C(F)(F)F (stereo not given)
 : 0%	0.0%	-0.7	i	4%	-35%	-1%	16%	-6%
O=C(c1ccc(-n2c(SCc3cccc(F)c3)nc3ccccc3c2=O)cc1)N1CCOCC1
 : -6%	-0.4%	-0.2	i	0%	7%	20%	7%	-20%
Cn1nnnc1SCCNCc1cccnc1
 : 4%	0.1%	-1.6	i	nt	-1%	4%	1%	1%
COc1ccc(N2CC(C(=O)OCC(=O)NCc3ccccc3)CC2=O)cc1 (stereo not given)
 : 1%	0.4%	-1.8	i	-11%	3%	3%	2%	3%
c1ccc(C2NCCc3ccccc32)cc1 (stereo not given)
 : 3%	-0.4%	0.7	i	-9%	-14%	3%	-26%	-27%
O=C(COC(=O)/C=C/c1ccccc1[N+](=O)[O-])NCc1ccco1
 : 6%	14µM*	-0.6	i	3%	-7%	24%	-10%	-6%
O=C(CSc1n[nH]c(-c2cccs2)n1)NCc1cccs1
 : -4%	2.4%	-0.2	?	12%	-4%	-6%	0%	-1%
Cc1cc(C)n2nc(SCc3cccc(S(=O)(=O)N(C)C)c3)nc2n1
 : -5%	?	-3.5	i	-26%	-29%	15%	-22%	-6%
O=C1CCC(C(=O)OCC(=O)N2N=C3/C(=C/c4ccccc4)CCCC3C2c2ccccc2)N1 (stereo not given)
 : -2%	3.0%	-1.1	?	?	-89%	6%	?	-14%
CC1(C(=O)Nc2cnc3ccccc3c2)CCN1Cc1ccccc1Cl (stereo not given)
 : nt	-0.1%	-0.4	?	nt	-45%	20%	?	-56%
COc1ccc(CC(=O)NNC(=O)c2ccc(NC(C)=O)cc2)cc1
 : 2%	0.2%	-0.3	i	?	9%	5%	50%[activator]	-13%
COc1ccc(N2CCN(C(=O)COC(=O)COc3cc(C)cc(C)c3)CC2)cc1
 : -2%	-0.8%	-0.6	i	4%	-13%	3%	5%	2%
C=CCc1cccc(/C=N/NC(=O)C(C)Nc2ccc(C)cc2)c1O (stereo not given)
 : -1%	-1.4%	0.3	i	?	-70%	-7%	?	22µM*
O=C(NCc1ccncc1)[C@@H]1CCCN1C(=O)[C@@H]1CCCN1C(=O)c1cccc2ccccc12
 : nt	-0.3%	-0.5	?	nt	nt	0%	nt	-9%
COc1ccc(CC(=O)NCc2ccc3c(c2)CCN3C(=O)c2ccccc2)cc1OC
 : 2%	3.5%	nt	nt	nt	-4%	nt	17%	nt
O=C(NCCCN1CCOCC1)C(=O)N/N=C/c1ccc(F)cc1
 : 0%	-1.5%	-0.2	i	-6%	5%	5%	-1%	3%
CC(C)N(C(=O)Cn1cc(S(=O)(=O)CC(=O)NCc2ccccc2)c2ccccc21)C(C)C
 : -4%	0.1%	-4.9	i	-16%	3%	-6%	3%	-2%
O=CNc1cc(-c2ccc(C(=O)NC3CC3)cc2)cn2c(-c3ccccc3)cnc12
 : nt	26%	-0.5	?	nt	-16%	10%	-16%	0%
CCNc1nc(N)nc(-c2cc(Cl)ccc2OC)n1
 : -6%	-0.9%	4.8	i	nt	21%	7%	28%	-2%
COc1cccc(-n2nnc3c(=O)n(Cc4cccc(C)c4)cnc32)c1
 : 1%	2.7%	1.6	i	-4%	1%	15%	8%	12%
O=C(c1ccco1)N1CCN(C/C=C/c2ccccc2)CC1
 : 5%	-0.6%	-1.1	i	9%	-37%	-9%	13%	-3%
O=C(CCC1CCCN(C(=O)c2ccoc2)C1)NCc1ccc(F)c(F)c1 (stereo not given)
 : 9%	-0.9%	-2.6	i	21%	1%	3%	0%	24%

Filtered by structure, the entries above with an aryl methoxy group.
Value order – A549 tox	Nrf2 activator	IL2 activator	S2 tox	Nrf2 inh	HepG2 tox	EPAC2 ag	TGFb inhibitor	ATXN2 expr inh
COc1ccc(CCNC(=O)C(=O)NCC2OCCN2S(=O)(=O)c2ccc(C)cc2)cc1 (stereo not given)
 : -1%	3.7%	-1.8	i	?	-2%	11%	-4%	-15%
COc1cc(OC)cc(C(=O)NC(C(=O)Nc2ccc3nc(C)sc3c2)C(C)C)c1 (stereo not given)
 : -1%	3.5%	-0.2	i	-12%	7%	14%	5%	-1%
COc1ccc(N2CC(C(=O)OCC(=O)NCc3ccccc3)CC2=O)cc1 (stereo not given)
 : 1%	0.4%	-1.8	i	-11%	3%	3%	2%	3%
COc1ccc(CC(=O)NNC(=O)c2ccc(NC(C)=O)cc2)cc1
 : 2%	0.2%	-0.3	i	?	9%	5%	50%[activator]	-13%
COc1ccc(N2CCN(C(=O)COC(=O)COc3cc(C)cc(C)c3)CC2)cc1
 : -2%	-0.8%	-0.6	i	4%	-13%	3%	5%	2%
COc1ccc(CC(=O)NCc2ccc3c(c2)CCN3C(=O)c2ccccc2)cc1OC
 : 2%	3.5%	nt	nt	nt	-4%	nt	17%	nt
CCNc1nc(N)nc(-c2cc(Cl)ccc2OC)n1
 : -6%	-0.9%	4.8	i	nt	21%	7%	28%	-2%
COc1cccc(-n2nnc3c(=O)n(Cc4cccc(C)c4)cnc32)c1
 : 1%	2.7%	1.6	i	-4%	1%	15%	8%	12%

High-throughput results: PubChem BioAssay, National Center for Advancing Translational Sciences (NCATS)
